# PRC2 inh = EZH2/PRC2 methyltransferase inhibitors, primary screen, biochemical, DELFIA time-resolved fluorescence, single point. inhibition, % at 12.5 µM. PRC2 H3K27 methylation, DELFIA TRF, 1 h. 57,000 tested, 0.35% active. Histone-lysine N-methyltransferase EZH2 (Homo sapiens), Q15910;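 active = mean inhibition of replicates at least 50% and every single replicate also reaching 50%; inconclusive = mean inhibition at least 50% but some replicate falls below 50%; inactive = mean inhibition under 50%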;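 note: dimethyl H3K27 on biotinylated H3 21-44 peptide detected by antibody; plate controls were median neutral control wells for no effect and median positive control wells for full effect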
# Target sequence (Q15910 whole entry, looked up): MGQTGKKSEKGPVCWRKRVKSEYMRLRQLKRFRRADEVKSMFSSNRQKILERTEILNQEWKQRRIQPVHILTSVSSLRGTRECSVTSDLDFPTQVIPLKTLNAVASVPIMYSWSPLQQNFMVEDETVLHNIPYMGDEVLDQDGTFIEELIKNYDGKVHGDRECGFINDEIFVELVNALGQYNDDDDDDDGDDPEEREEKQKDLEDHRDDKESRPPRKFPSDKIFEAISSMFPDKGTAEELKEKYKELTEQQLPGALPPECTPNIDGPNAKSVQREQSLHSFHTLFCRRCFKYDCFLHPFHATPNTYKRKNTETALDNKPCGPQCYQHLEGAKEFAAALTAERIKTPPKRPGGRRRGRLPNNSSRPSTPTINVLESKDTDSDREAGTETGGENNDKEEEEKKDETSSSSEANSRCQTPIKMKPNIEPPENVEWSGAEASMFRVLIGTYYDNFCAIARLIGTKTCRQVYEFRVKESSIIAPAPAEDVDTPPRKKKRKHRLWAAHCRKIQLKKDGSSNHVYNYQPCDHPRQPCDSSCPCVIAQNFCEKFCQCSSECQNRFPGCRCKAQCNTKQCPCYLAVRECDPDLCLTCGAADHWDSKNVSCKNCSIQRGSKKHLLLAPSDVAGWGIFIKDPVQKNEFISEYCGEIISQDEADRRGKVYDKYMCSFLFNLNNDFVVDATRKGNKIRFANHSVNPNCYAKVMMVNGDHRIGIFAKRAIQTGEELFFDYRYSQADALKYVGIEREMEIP
# IDH1 R132H inh = inhibitors of IDH1 R132H reductase, primary screen, biochemical, plate reader, single point; Isocitrate dehydrogenase [NADP] cytoplasmic (Homo sapiens), O75874; diaphorase/resazurin fluorescence, 60 min; inhibition, % at 10 µM; 70,000 tested, 0.18% active; in the data active = inhibition above about 34%; inconclusive = no clear call, values can overlap the other calls; inactive = below about 11%;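 note: 0% = DMSO and 100% = no enzyme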
# Starred values were filed as active, the others as inactive; ? = inconclusive; . = no result given. Not all compounds are listed, so the mix of outcomes need not match the whole.
compound	PRC2 inh	IDH1 R132H inh
CC(C)CC#Cc1ccc2c(c1)O[C@H](CN(C)C(=O)Nc1ccccc1)[C@@H](C)CN([C@@H](C)CO)S2(=O)=O	-6	0.0
CS(=O)(=O)Nc1ccc(S(=O)(=O)NCC2CCCO2)cc1 (stereo not drawn)	0	0.3
COc1cccc(-c2ccc3c(c2)O[C@H](CN(C)C(=O)C2CC2)[C@@H](C)CN([C@H](C)CO)S3(=O)=O)c1	-5	.
CO[C@@H]1CN(C)C(=O)c2ccc(NS(=O)(=O)CC(F)(F)F)cc2OC[C@@H](C)N(Cc2nccs2)C[C@H]1C	7	0.0
CCCN(C)C[C@H]1Oc2cc(-c3cccc(OC)c3)ccc2S(=O)(=O)N([C@@H](C)CO)C[C@H]1C	.	0.0
C[C@@H]1CN([C@H](C)CO)C(=O)CCCn2nncc2CO[C@H]1CN(C)C(=O)Nc1ccc(N2CCCCC2)cc1	6	.
C[C@H](CO)N1C[C@H](C)[C@@H](CN(C)CC2CCCCC2)Oc2c(NC(=O)c3cnccn3)cccc2C1=O	-12	.
Cc1cc(=O)[nH]c(SCC(=O)c2cc(C(C)(C)C)c(O)c(C(C)(C)C)c2)n1	11	-0.4

# Single records, as listed above:
# CC(C)CC#Cc1ccc2c(c1)O[C@H](CN(C)C(=O)Nc1ccccc1)[C@@H](C)CN([C@@H](C)CO)S2(=O)=O in the list: PRC2 inh: -6; IDH1 R132H inh: 0.0
# C[C@@H]1CN([C@H](C)CO)C(=O)CCCn2nncc2CO[C@H]1CN(C)C(=O)Nc1ccc(N2CCCCC2)cc1 in the list: PRC2 inh: 6; IDH1 R132H inh: .

# Going on with the list:
compound	PRC2 inh	IDH1 R132H inh
C[C@H](CO)N1C[C@H](C)[C@H](CN(C)C(=O)NC2CCCCC2)OCCCC[C@H](C)Oc2ccc(NC(=O)CCCN(C)C)cc2C1=O	.	0.6
COc1ccc(NC(=O)N(C)C[C@H]2Oc3ccc(NC(=O)Nc4ccc(F)cc4)cc3CC(=O)N([C@H](C)CO)C[C@@H]2C)cc1	.	-1.3
C[C@@H]1CN([C@@H](C)CO)C(=O)c2cc(-c3ccccc3F)cnc2O[C@@H]1CN(C)Cc1ccc(F)cc1	.	-0.3
C[C@@H]1CCCCO[C@H](CN(C)C(=O)Nc2ccc3c(c2)OCO3)[C@@H](C)CN([C@H](C)CO)C(=O)c2cc(NC(=O)Nc3ccc4c(c3)OCO4)ccc2O1	.	1.2
CCOC(=O)[C@H](Cc1ccccc1)NC(=O)CN=[N+]=[N-]	16	.
CC(C)NC(=O)N(C)C[C@H]1Oc2cc(Br)ccc2S(=O)(=O)N([C@H](C)CO)C[C@@H]1C	-7	-4.6
C[C@H](CO)N1C[C@H](C)[C@@H](CN(C)Cc2ccc(Cl)c(Cl)c2)Oc2ccc(NC(=O)NC3CCCCC3)cc2CC1=O	.	0.2
C[C@H](CO)N1C[C@H](C)[C@H](CN(C)C(=O)c2ccccc2)OCCCC[C@H](C)Oc2ccc(NS(=O)(=O)c3cn(C)cn3)cc2C1=O	.	0.5
COc1ccccc1NC(=O)CCC(=O)O	-6	0.3
COc1cccc(NC(=O)N(C)C[C@@H]2Oc3ncc(C4=CCCCC4)cc3C(=O)N([C@H](C)CO)C[C@H]2C)c1	4	.
CCCC#Cc1cnc2c(c1)C(=O)N([C@H](C)CO)C[C@@H](C)[C@H](CN(C)C(=O)Cc1ccccc1)O2	.	-0.2
C=C(C)[C@@H]1CC=C(/C=N/NC(=O)c2ccccn2)CC1	-31	.
C[C@H](CO)N1C[C@H](C)[C@@H](CN(C)C(=O)NC2CCCCC2)Oc2c(NC(=O)C3CCCCC3)cccc2C1=O	.	0.5
CC(C)(C)[S@@](=O)N1Cc2cc(C(=O)N[C@@H]3CCN(Cc4ccccc4)C3)nc(-c3cccc(-c4cccnc4)c3)c2[C@H]1CCO	-14	0.2
C[C@@H]1CN([C@@H](C)CO)S(=O)(=O)c2ccc(-c3cccnc3)cc2O[C@@H]1CN(C)CC1CCOCC1	5	-0.3
Cc1noc(C)c1S(=O)(=O)Nc1ccc2c(c1)C(=O)N([C@@H](C)CO)C[C@H](C)[C@H](CN(C)Cc1ccc(C(=O)O)cc1)O2	.	0.5
COCC(=O)N(C)C[C@@H]1Oc2ncc(C#Cc3ccccc3)cc2C(=O)N([C@H](C)CO)C[C@H]1C	.	-3.7
COCC(=O)Nc1ccc2c(c1)OC[C@@H](C)N(CC1CC1)C[C@@H](C)[C@H](OC)CN(C)C2=O	1	-0.6
COC(=O)c1ccccc1NC(=O)CN(c1ccc2c(c1)OCCO2)S(C)(=O)=O	-10	0.0
C[C@H](CO)N1C[C@H](C)[C@@H](CN(C)C(=O)NC2CCCCC2)Oc2ccc(NS(=O)(=O)c3ccccc3)cc2CC1=O	14	0.8
Cc1noc(C)c1NC(=O)Nc1ccc2c(c1)C(=O)N([C@@H](C)CO)C[C@@H](C)[C@H](CN(C)C(=O)c1ccccc1)OCCCC[C@H](C)O2	.	2.1
C[C@@H]1CN([C@@H](C)CO)C(=O)c2cccc(NC(=O)C3CCOCC3)c2O[C@@H]1CN(C)Cc1ccncc1	-7	0.9
COc1ccc(OC)c(NS(=O)(=O)c2cccc3cccnc23)c1	.	-0.8
C[C@@H]1CN([C@@H](C)CO)C(=O)c2cc(NS(C)(=O)=O)ccc2O[C@@H](C)CCCCO[C@@H]1CN(C)Cc1ccc(C(F)(F)F)cc1	.	-0.7
CCC(=O)N1C[C@@H](C)[C@@H](OC)CN(C)C(=O)c2ccc(NC(=O)COC)cc2OC[C@@H]1C	-6	0.0
Cc1noc(C)c1S(=O)(=O)Nc1cccc2c1O[C@@H](CN(C)S(=O)(=O)c1ccc(F)cc1)[C@@H](C)CN([C@H](C)CO)C2=O	.	-0.3
CC(=O)N(C)C[C@@H]1Oc2cc(-c3ccccc3C)ccc2S(=O)(=O)N([C@H](C)CO)C[C@H]1C	-1	-0.7
C[C@@H]1CN([C@@H](C)CO)C(=O)c2cc(/C=C/c3ccccc3)cnc2O[C@H]1CN(C)S(=O)(=O)c1ccccc1F	-4	0.2
C[C@H]1CN([C@@H](C)CO)C(=O)c2cccc(NS(=O)(=O)c3cn(C)cn3)c2O[C@H]1CN(C)S(=O)(=O)c1cn(C)cn1	.	-1.9
C[C@H](CO)N1C[C@H](C)[C@@H](CN(C)S(=O)(=O)c2ccc(-n3cccn3)cc2)OCc2cn(nn2)CCCC1=O	.	0.4
CC(C)NC(=O)Nc1ccc2c(c1)CC(=O)N([C@H](C)CO)C[C@H](C)[C@H](CN(C)Cc1ccccc1)O2	5	.
O=C(C[C@H]1C=C[C@H](NC(=O)CCN2CCCCC2)[C@H](CO)O1)Nc1nccs1	21	0.0

# Two neighbouring entries already listed, quoted:
compound	PRC2 inh	IDH1 R132H inh
CC(C)NC(=O)Nc1ccc2c(c1)CC(=O)N([C@H](C)CO)C[C@H](C)[C@H](CN(C)Cc1ccccc1)O2	5	.
O=C(C[C@H]1C=C[C@H](NC(=O)CCN2CCCCC2)[C@H](CO)O1)Nc1nccs1	21	0.0

# The listing continues.
compound	PRC2 inh	IDH1 R132H inh
CC(C)(C)NC(=O)c1ccccc1SCc1ccc(F)cc1	?	-0.3
C[C@@H]1CCCCO[C@H](CN(C)C(=O)Cc2ccccc2)[C@@H](C)CN([C@H](C)CO)C(=O)c2cc(NC(=O)Cc3ccccc3)ccc2O1	.	-4.4
Cc1ccc(S(=O)(=O)N(C)C[C@H]2OCCCC[C@H](C)Oc3ccc(NC(=O)Nc4ccc(F)cc4)cc3C(=O)N([C@H](C)CO)C[C@H]2C)cc1	.	1.3
COc1ccc(NC(=O)Nc2cccc3c2O[C@@H](CN(C)S(=O)(=O)c2ccc(OC)cc2)[C@H](C)CN([C@H](C)CO)C3=O)cc1	.	0.1
O=C(Nc1ccc(Cl)c(Cl)c1)N[C@@H]1CC[C@H](CCn2cc(C3CCCCC3)nn2)O[C@H]1CO	22	-0.5
C[C@@H]1CN([C@@H](C)CO)C(=O)c2cc(NC(=O)CCC(F)(F)F)ccc2O[C@@H]1CN(C)Cc1ccc(Oc2ccccc2)cc1	.	6.4
CNC[C@H]1Oc2ccc(NC(=O)Nc3ccccc3)cc2C(=O)N([C@@H](C)CO)C[C@H]1C	-7	0.3
CC(C)CC#Cc1cnc2c(c1)C(=O)N([C@H](C)CO)C[C@H](C)[C@H](CN(C)CC1CCOCC1)O2	.	0.8
O=C(NCC[C@@H]1CC[C@@H](NC(=O)C2CCC2)[C@H](CO)O1)Nc1ccc(Cl)cc1	4	-0.3
C[C@H]1CN([C@@H](C)CO)C(=O)Cc2cc(NS(C)(=O)=O)ccc2O[C@@H]1CN(C)CC1CC1	1	3.5
CCC(=O)N(C)C[C@H]1Oc2cc(C#C[C@H](C)O)ccc2S(=O)(=O)N([C@@H](C)CO)C[C@H]1C	-25	2.3
O=C(C[C@@H]1C=C[C@H](NC(=O)C2CC2)[C@H](CO)O1)NCc1ccccc1Cl	-3	0.0
Cc1cc(-c2ccccc2)nc(SCC(=O)Nc2cccc(C(F)(F)F)c2)n1	20	-0.6
COc1ccccc1CN(C)C[C@@H]1OCc2ccccc2-c2ccccc2C(=O)N([C@@H](C)CO)C[C@@H]1C	-5	.
CO[C@@H]1CN(C)C(=O)c2ccc(NC(=O)C3CCOCC3)cc2OC[C@@H](C)N(C(=O)c2ccccc2)C[C@H]1C	4	0.2
O=C(Nc1ccccc1F)N[C@H]1CC[C@@H](CCNC(=O)C2CC2)O[C@@H]1CO	7	0.0

# (further entries)
canonical_smiles	PRC2 inh	IDH1 R132H inh
C[C@@H]1CN([C@H](C)CO)C(=O)c2cc(NS(=O)(=O)c3ccccc3)ccc2O[C@@H](C)CCCCO[C@@H]1CN(C)S(=O)(=O)c1ccc(Cl)cc1	.	-2.7
COCC(=O)Nc1ccc2c(c1)OC[C@@H](C)N(C(=O)c1ccccc1F)C[C@@H](C)[C@H](OC)CN(C)C2=O	11	0.6
CCc1ccc(-c2cn3c4ccccc4nc3n2CCN2CCOCC2)cc1	8	-0.9
COC(=O)c1cn(CC(=O)Nc2ccon2)nn1	0	.
C[C@H]1CN([C@@H](C)CO)C(=O)Cc2cc(NC(=O)C3CCCCC3)ccc2O[C@@H]1CN(C)S(=O)(=O)c1cccs1	.	-1.2
C[C@H](NC(=O)C[C@H]1C=C[C@@H](NC(=O)Cc2ccccn2)[C@@H](CO)O1)c1ccccc1	11	0.2
CO[C@@H]1CN(C)C(=O)c2ccc(NC(=O)C3CCCC3)cc2OC[C@@H](C)N(CCC(F)(F)F)C[C@H]1C	-23	0.4
CNC[C@@H]1OCCCC[C@@H](C)Oc2ccc(NC(=O)Cc3ccccc3)cc2C(=O)N([C@@H](C)CO)C[C@H]1C	-2	0.9
C[C@H](CO)N1C[C@H](C)[C@H](CN(C)S(=O)(=O)c2ccc(Cl)cc2)Oc2c(NC(=O)c3nc4ccccc4s3)cccc2C1=O	.	-0.7
COc1ccc(NC(=O)Nc2ccc3c(c2)C(=O)N([C@H](C)CO)C[C@@H](C)[C@@H](CN(C)C(=O)Nc2cccc4ccccc24)O3)cc1	.	1.4
CCc1ccc(OCC(=O)Nc2ccccc2C(N)=O)c(Br)c1	15	0.2
Cc1ccc(-c2cc(C(F)F)n3ncc(C(=O)N4CCCCC4c4cccnc4)c3n2)cc1 (stereo not drawn)	-1	0.0
COCC(=O)N1C[C@@H](C)[C@H](OC)CN(C)C(=O)c2ccc(NC(=O)c3ccc(OC)cc3)cc2OC[C@H]1C	9	0.2
COCC(=O)Nc1ccc2c(c1)C(=O)N(C)C[C@H](OC)[C@H](C)CN(Cc1cc(F)ccc1F)[C@H](C)CO2	-5	-0.2
CNC[C@H]1Oc2ccc(NC(=O)C3CCCCC3)cc2C(=O)N([C@H](C)CO)C[C@@H]1C	9	2.9
Cc1noc(C)c1S(=O)(=O)N(C)C[C@@H]1OCCCC[C@H](C)Oc2ccc(NC(=O)Nc3ccc(C(F)(F)F)cc3)cc2C(=O)N([C@H](C)CO)C[C@H]1C	.	-1.7
O=C(Nc1cc(Cl)cc(Cl)c1)N[C@H]1CC[C@@H](CCNS(=O)(=O)c2cccc(F)c2)O[C@H]1CO	12	-0.2
O=S(=O)(c1ccc(Cl)cc1)c1nc(-c2ccc(F)cc2)oc1NCc1cccnc1	16	-0.6
COc1ccc(OCC(=O)Nc2sc3c(c2C#N)CCC3)cc1	13	0.2
Cc1ccc([N+](=O)[O-])cc1NC(=O)CN(C)S(=O)(=O)c1cc(Cl)ccc1Cl	-9	0.7
CCC(=O)N(C)C[C@@H]1Oc2ncc(C#Cc3ccc(OC)cc3)cc2C(=O)N([C@H](C)CO)C[C@H]1C	9	0.6
CCC(=O)Nc1ccc2c(c1)C(=O)N(C)C[C@H](OC)[C@H](C)CN(Cc1ccncc1)[C@@H](C)CO2	3	0.3
Cc1noc(C)c1S(=O)(=O)Nc1ccc2c(c1)CC(=O)N([C@@H](C)CO)C[C@@H](C)[C@@H](CN(C)C)O2	2	.
C[C@H]1CN([C@@H](C)CO)C(=O)c2cccc(NS(C)(=O)=O)c2O[C@H]1CN(C)S(=O)(=O)c1ccc(Cl)cc1	.	0.4
COCC#Cc1ccc2c(c1)O[C@H](CN(C)C(=O)C1CCOCC1)[C@@H](C)CN([C@@H](C)CO)S2(=O)=O	-8	0.2
